# From PubChem BioAssay
# CHO-K1 Ca PAM: M1 PAM counterscreen hit in parental CHO-K1 cells; activation, % at 3 µM; actives 0.02% (n = 360,000); ATP EC20, Fluo-8 calcium fluorescence; 0% at ATP EC20, 100% at ATP max;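 active = activation above the run cutoff, the mean activation of all test compounds plus 3 SD, cut at about 40% in these data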;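 note: peak over basal fluorescence ratio in a 140 s read after ATP addition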
# CHO-K1 Ca ag: counter-screen for M1 agonists: effect in parental CHO-K1 cells; Fluo-8 calcium fluorescence; scaled to maximal ATP response, vehicle zero; activation, % at 3 µM; actives 0.48% (n = 360,000); in the data active = activation above about 15%;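 note: untransfected CHO-K1 host cells lacking M1 receptor as counterscreen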
# CHRM1 agonist: agonists of human M1 muscarinic receptor | AID 588814 | actives 0.33% (n = 360,000) | P11229 | activation, % at 3 µM | CHO-K1 hM1, Fluo-8 calcium fluorescence, agonist mode; 0% DMSO, 100% acetylcholine EC100;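 active = activation above the run's mean compound activation plus 3 SD, cut at about 16% in these data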;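 note: peak over basal fluorescence ratio within a 140 s kinetic read after compound addition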
# Target sequence (P11229 whole entry, looked up): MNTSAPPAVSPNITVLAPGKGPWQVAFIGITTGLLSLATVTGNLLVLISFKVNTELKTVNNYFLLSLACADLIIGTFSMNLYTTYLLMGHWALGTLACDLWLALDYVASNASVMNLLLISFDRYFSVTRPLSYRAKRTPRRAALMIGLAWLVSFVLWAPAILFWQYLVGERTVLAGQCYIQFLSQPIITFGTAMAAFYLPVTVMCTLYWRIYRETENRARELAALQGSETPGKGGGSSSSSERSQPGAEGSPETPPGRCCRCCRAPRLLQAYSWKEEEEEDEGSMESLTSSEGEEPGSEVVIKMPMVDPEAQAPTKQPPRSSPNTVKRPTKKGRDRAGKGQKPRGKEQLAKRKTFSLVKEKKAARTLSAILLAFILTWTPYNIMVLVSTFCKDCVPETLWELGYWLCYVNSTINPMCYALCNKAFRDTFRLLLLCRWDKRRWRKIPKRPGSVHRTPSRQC
# CHO-K1 Ca antag: nonselective inhibitor or artifact in parental CHO-K1 cells; ATP-induced calcium, Fluo-8 fluorescence; inhibition, % at 3 µM; actives 0.6% (n = 360,000);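 active = inhibition above a per-plate cutoff, the plate's mean sample inhibition plus 3 SD, cut at about 24% in these data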;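 note: 0% = DMSO plus EC80 ATP and 100% = DMSO alone without ATP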
# TAAR1 ag: human TAAR1 agonism. actives 0.99% (n = 360,000). Q96RJ0. activation, % at 3 µM. AID 624467. CHO RD-HGA16 TAAR1, Fluo-8 calcium fluorescence; vehicle wells 0%, saturating PEA agonist 100%;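 active = activation above the mean activation of all test compounds in the run plus 3 SD, cut at about 38% in these data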
# Target sequence (Q96RJ0 whole entry, looked up): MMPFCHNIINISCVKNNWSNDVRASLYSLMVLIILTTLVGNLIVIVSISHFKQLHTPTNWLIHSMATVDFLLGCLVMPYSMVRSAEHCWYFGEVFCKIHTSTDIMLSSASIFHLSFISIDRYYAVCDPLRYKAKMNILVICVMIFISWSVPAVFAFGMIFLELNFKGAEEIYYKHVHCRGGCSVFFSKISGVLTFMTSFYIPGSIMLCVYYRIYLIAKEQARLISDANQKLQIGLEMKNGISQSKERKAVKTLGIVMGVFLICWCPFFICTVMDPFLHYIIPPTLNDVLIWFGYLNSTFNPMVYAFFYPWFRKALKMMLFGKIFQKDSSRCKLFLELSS
#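 Benchmarks: low control DMSO, high control PEA (EC100); System: CHO RD-HGA16 cells carrying human TAAR1 plus Gα16; Detection: Fluo-8 fluorescence, 5 s baseline then 140 s kinetic read; Schedule: 17-24 h plating, Fluo-8 75 min 37 °C, 30 min RT; Read-out basis: % activation from peak over basal fluorescence ratio, DMSO-to-PEA scaled.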
# TAAR1 antag: human TAAR1 antagonism. Q96RJ0. CHO RD-HGA16 TAAR1, Fluo-8 calcium fluorescence, antagonist. actives 1.5% (n = 360,000). inhibition, % at 3 µM. AID 624466;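 active = inhibition above a per-plate cutoff, the mean inhibition of test compounds on that plate plus 3 SD, cut at about 49% in these data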;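 note: 0% = DMSO plus EC80 beta-PEA response and 100% = DMSO alone without agonist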
#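 Material: CHO RD-HGA16 cells bearing hTAAR1; compound dosing: one-point dosing, 3 µM nominal final; schedule: dye loading 75 min at 37 °C, then 30 min room temperature; measured by: calcium fluorescence with Fluo-8; control set: vehicle and agonist controls; replication: n of 1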
# CHRM1 antagonist: blocks human M1 muscarinic receptor; inhibition, % at 3 µM; actives 1.3% (n = 360,000); P11229; CHO-K1 hM1, Fluo-8 calcium fluorescence, ACh EC80 antagonist;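 active = percent inhibition above its own plate's cutoff, namely the mean of that plate's compound wells plus 3 SD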;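 note: peak over basal fluorescence ratio during 140 s after agonist addition; 0% = ACh EC80 plus DMSO and 100% = DMSO alone without agonist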
# CHRM1 PAM: human CHRM1 positive allosteric modulation | P11229 | CHO-K1 hM1, Fluo-8 calcium fluorescence, ACh EC20; 0% = ACh EC20, 100% = maximal ACh | activation, % at 3 µM | actives 0.088% (n = 360,000) | AID 588819; in the data active = activation above about 19%, passing the limit was not always enough
# CHO parental Ca: signal in parental CHO cells, OX1R antagonist counter-screen. inhibition, % at 5.6 µM. AID 463079. actives 0.63% (n = 330,000). parental CHO-K1, ATP-induced calcium, Fluo-8 fluorescence;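 active = inhibition above that plate's mean sample inhibition plus 3 SD, cut at about 26% in these data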;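 note: 0% = ATP-challenged DMSO wells and 100% = DMSO wells without ATP; some compounds past the cut are filed as inactive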
#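 Test system: untransfected parental CHO cell line. Compound: one dose, 5.6 µM nominal. Detection: intracellular calcium via Fluo-8 no-wash fluorescent dye. Measure: % inhibition. Benchmarks: ATP-challenged DMSO wells low, unchallenged DMSO wells high.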
# Starred values were filed as active, the others as inactive; . = not tested or not shown.
SMILES,CHO-K1 Ca PAM,CHO-K1 Ca ag,CHRM1 agonist,CHO-K1 Ca antag,TAAR1 ag,TAAR1 antag,CHRM1 antagonist,CHRM1 PAM,CHO parental Ca
CN1CCN(S(=O)(=O)c2ccc(NS(=O)(=O)c3ccccc3)cc2)CC1,17,0.1,-7,3,1,-7,8,-2,-4
CCN(CC)CCCNC(=O)c1cc2nc3c(c(C(F)(F)F)n2n1)CCc1ccccc1-3,5,0.0,-15,1,5,16,-7,5,-24
COc1ccc(-c2nc(N)n(C(=O)c3ccccc3)n2)cc1,-16,-0.6,-8,22,-2,-6,-9,5,.
CC1CN(C(=O)COC(=O)[C@@H]2CC(O)CN2S(=O)(=O)c2ccc3c(c2)OCCO3)CC(C)O1 (stereo not given in full),16,0.7,-3,-5,2,-15,-6,5,2
O=C(CN1C(=O)/C(=C\c2cccc(Cl)c2)Sc2ccccc21)NCCCN1CCOCC1,-18,2.9,-4,-8,4,16,11,-2,-11
COc1ccc(OC)c(C2=NOC(C(=O)NCC3CCCO3)C2)c1 (stereo not given),11,0.0,3,2,.,.,-14,15,-2
CCC(C)c1ccc(O)c(NC(=S)NC(=O)c2cccnc2)c1 (stereo not given),21,6.3,4,-12,31,-25,-7,11,-18
CC[C@]12c3[nH]c4ccccc4c3CCN1C(=O)C(CC(=O)NCc1cccc(C(F)(F)F)c1)C[C@@H]2C(=O)N1CCN(C(=O)C2CC2)CC1 (stereo not given in full),14,0.8,-3,-10,-1,-19,-13,5,-36
COC(=O)c1ccc(COC(=O)CCNS(=O)(=O)c2ccc(C)c(C)c2)cc1,-5,9.5,0,4,1,4,17,-10,.
CC(C)CN(CC(C)C)C(=O)C12CCC(C)(C(=O)O1)C2(C)C (stereo not given),10,-0.1,-4,-4,11,-2,-7,3,-2
COc1cc(NC(=O)Cc2ccccc2)ccc1NC(=O)Cc1ccccc1,-6,0.4,-3,9,1,-9,-22,14,-4
CCc1ccc(NC(=O)CN2C(=O)CSC2=O)cc1,5,0.3,-3,-11,-1,-4,-9,16,-1
Cc1nc(C(=O)N2CCC(C)(C(=O)NS(=O)(=O)C3CC3)C2)c(C)o1 (stereo not given),-14,0.0,2,12,1,-19,-12,12,.
N#Cc1c(C(F)(F)F)cc(-c2ccc(Cl)cc2)[nH]c1=O,-11,1.6,0,5,12,10,-5,3,-7
CC1CCN(C(=O)c2ccc(CNS(=O)(=O)c3ccc(C(C)(C)C)cc3)cc2)CC1,-9,1.1,-7,-6,8,-15,20,-19,-5
CC(C)CCNC(=O)CSc1nc2ccccc2s1,14,1.6,-3,-16,6,11,6,12,-10
CCOc1ccc(Nc2nc3ccccc3n2C)cc1,30,12,-6,-15,-2,-7,4,-3,-8
CCOC(=O)Cn1ccc(O)c(Cc2ccc(Cl)cc2Cl)c1=O,-7,0.2,-3,-1,5,-9,1,0,-20
CC1(C)CC(=O)C(C(O)c2ccc([N+](=O)[O-])cc2)C(C)(C)N1 (stereo not given),2,3.4,0,4,1,-20,-2,6,-4
COc1ccc(NC(=O)C(Sc2nnc3ccccn23)c2ccccc2)cc1Cl (stereo not given),2,0.4,-8,6,0,-3,-1,2,-15
CN(C(=O)CSc1nnc(-c2ccccc2F)o1)c1ccccc1,-1,1.3,-2,-14,1,-10,-1,1,-4
O=C(Nc1ccccc1C(=O)NC1CCCC1)NC1CCCC1,20,0.9,-2,-6,12,-18,-9,11,-2
CC(C)C[C@@H](CNCC(=O)[C@H](Cc1ccccc1)NC(=O)c1[nH]cnc1C(=O)N[C@@H](C)CN)NC(=O)c1nc[nH]c1C(=O)N[C@@H](CC(=O)O)C(=O)O,-10,-0.4,-1,6,0,19,-16,10,.
CCS(=O)(=O)N1CCN(S(=O)(=O)c2ccc3c(c2)OCCO3)CC1,-5,2.2,-4,-8,3,-8,3,2,-3
CCNC(=O)C1(C)CCCN(C(=O)c2nc3ccccc3s2)C1 (stereo not given),-8,0.5,0,3,2,-11,-18,16,.

# Part of the list above, reduced to CHRM1 agonist, CHRM1 antagonist and CHO-K1 Ca antag.
smiles	CHRM1 agonist	CHRM1 antagonist	CHO-K1 Ca antag
CCN(CC)CCCNC(=O)c1cc2nc3c(c(C(F)(F)F)n2n1)CCc1ccccc1-3	-15	-7	1
COc1ccc(-c2nc(N)n(C(=O)c3ccccc3)n2)cc1	-8	-9	22
CC1CN(C(=O)COC(=O)[C@@H]2CC(O)CN2S(=O)(=O)c2ccc3c(c2)OCCO3)CC(C)O1 (stereo not given in full)	-3	-6	-5

# Further structures follow:
SMILES,CHO-K1 Ca PAM,CHO-K1 Ca ag,CHRM1 agonist,CHO-K1 Ca antag,TAAR1 ag,TAAR1 antag,CHRM1 antagonist,CHRM1 PAM,CHO parental Ca
Cc1noc(NS(=O)(=O)c2ccc(NC(=O)CCN3C(=O)c4ccccc4C3=O)cc2)c1C,13,0.1,-3,-9,3,-9,-4,4,-1
COCCNc1c2c(c(C#N)c3nc4ccccc4n13)CCCC2,-8,0.2,-5,14,0,-19,7,-3,-20
CCOC(=O)c1cc2occc2n1Cc1c(F)cccc1Cl,17,0.0,-4,-9,10,22,-14,5,-10
CCCCN1C(=O)c2ccc(C(=O)OCC(=O)N3CCN(c4ccccc4)CC3)cc2C1=O,23,1.7,-2,0,2,5,-5,3,-24
CCOC(=O)N1CCC(N2CCN(S(=O)(=O)c3ccc4ccccc4c3)CC2)CC1,-15,0.9,-4,4,9,-1,3,-8,-2
CCOC(=O)C1=C(C)N(C)C(C)=C(C(=O)OCC)C1c1ccccn1,10,-0.9,-6,-6,2,5,-4,5,-20
O=C(CSc1nccn1Cc1ccco1)Nc1cccc(F)c1,-5,0.7,1,-6,0,-27,-8,18,-3
CCN(CC)c1ccc(-c2sc(Nc3ccccc3)n[n+]2-c2ccc(F)cc2)cc1,11,4.2,6,2,49*,24,20,-6,-11
O=C1CCCN2N=C(SCC(=O)Nc3ccc(Cl)cc3)SC2=N1,6,13,-1,-4,39*,-18,-4,0,3
COc1ccccc1-c1n[nH]c(=S)n1N,-3,0.0,-4,-8,1,-14,19,-5,-10
COc1ccc(CCNC(=O)c2ccc(=O)[nH]c2)cc1OC,9,0.3,-1,-4,0,-17,-11,12,2
O=C(CNc1ccc(C(F)(F)F)cc1)Nc1cccc(S(=O)(=O)N2CCCCC2)c1,9,7.1,0,6,9,11,24*,-11,.
CC(C)[C@H](NS(=O)(=O)c1ccccc1)C(=O)OCC(=O)NC1CCCCC1,14,0.7,-3,-3,0,-8,-9,5,-27
CC(C)(Oc1ccc(Cl)cc1)C(=O)NNC(=O)c1ccc(Br)o1,12,1.0,-3,-12,-1,-12,-7,6,.
Cc1ccccc1C(=O)Nc1ccc(S(=O)(=O)N2CCN(C)CC2)cc1,10,0.2,-5,0,-1,-25,-12,8,-7
Cc1ccsc1CNCC(O)c1ccccc1 (stereo not given),-25,-0.5,-2,13,2,-25,-16,15,-16
CN(c1cccc(Cl)c1)S(=O)(=O)c1cccc(C(=O)NN2CCOCC2)c1,11,0.7,-1,-7,9,18,-1,2,-6
Cc1[nH]n(-c2ccccc2)c(=O)c1N=Nc1ccc(C#N)cc1,11,1.4,-3,-9,-2,-3,-1,-6,-12
OCCN1CCN(c2nc(-c3ccccc3)c3cc(Br)ccc3n2)CC1,-20,0.1,-5,-6,15,-14,2,1,-33
CC(C)(C)C(=O)NC(=S)NCCc1ccccc1,-5,0.9,-3,9,14,17,6,-1,-5
CN(CC(=O)NCCc1ccc(S(N)(=O)=O)cc1)CC(=O)Nc1ccccc1Cl,0,-0.3,-2,-13,11,-3,-2,2,-9
O=C1CSC(c2cccnc2)N1CC1CC1 (stereo not given),19,1.4,-3,-7,0,-1,-17,12,-6
CC1(C(=O)Nc2ccc3ccccc3c2)CCC(=O)N1CCc1c[nH]c2ccccc12 (stereo not given),13,6.8,2,17,22,42,8,4,.
O=c1[nH]c(SCc2nc3c(cnn3-c3ccccc3)c(=O)[nH]2)nc2ccccc12,3,-0.1,-1,-3,7,4,-11,-3,.
COc1ccc(/C=N\NC(=O)c2ccc(F)cc2)cc1COc1ccccc1C(N)=O,2,3.6,-2,0,1,-8,-9,3,-19

# Next compounds follow:
SMILES,CHO-K1 Ca PAM,CHO-K1 Ca ag,CHRM1 agonist,CHO-K1 Ca antag,TAAR1 ag,TAAR1 antag,CHRM1 antagonist,CHRM1 PAM,CHO parental Ca
COC(=O)c1ccc(CSc2nc3ccccc3s2)o1,19,-0.4,-8,-20,5,-18,4,-5,-21
COc1cc(OC)cc(OC(=O)C2CCN(C(=O)c3ccc(F)cc3)CC2)c1,16,0.1,-5,3,0,-15,-7,9,-29
CCOC(=O)N(C)c1c(CC)nc2c(OCc3ccc(S(C)(=O)=O)cc3)cccn12,14,0.5,-1,-7,7,-1,-11,23,.
Cc1ccc(-n2c3c(c(O)c(-c4ccccc4)c2=O)C(=O)CC(C)(C)C3)cc1,21,10,-9,1,7,-21,7,3,-18
Cn1c(=O)[nH]c(=O)c2c1nc(N1CCCCC1)n2C/C=N/Nc1ccc(C(=O)O)cc1,10,-0.2,-1,-16,0,-20,-16,9,-10
CC(=O)c1ccc(OCC(O)CN2CCN(c3ccccn3)CC2)cc1 (stereo not given),19,0.4,-11,-3,0,-8,-13,7,4
O=C1c2cccc3cccc(c23)C(=O)N1CC1CCN(S(=O)(=O)c2ccc(F)cc2)CC1,20,0.0,-7,-10,1,0,-5,9,-18
COc1ccc(NC(=O)Cn2cc(C(=O)c3ccco3)c3ccccc32)cc1,-4,0.6,-3,-2,7,-36,-4,7,-26
CC1(C(=O)NS(=O)(=O)c2ccccc2)CCN1C(=O)Cc1cc(F)ccc1F (stereo not given),-10,-0.1,-3,10,1,-17,11,-8,.
COC(=O)c1c(NC(NC(=O)C(C)C)C(Cl)(Cl)Cl)sc2c1CCC2 (stereo not given),-6,-0.6,-8,4,-2,8,3,-6,-15
COc1cccc(CNC(=O)CN2C(=O)COc3ccc(S(=O)(=O)N4CCOCC4)cc32)c1,-2,0.4,-4,-8,3,-3,-5,5,-10
Cc1ccc(C)c(S(=O)(=O)N2CCN(Cc3ccc(O)c4ncccc34)CC2)c1,12,2.2,-15,-3,0,11,-3,0,-11
Nc1cc(C(=O)OCC(=O)NCC2CCCO2)ccc1Cl (stereo not given),15,0.4,-2,-15,6,-16,-5,4,-3
Cc1nnc(SCC(=O)Nc2ccc(F)cc2F)n(N)c1=O,-6,-0.1,-3,4,1,-10,-10,5,-4

# Compounds as they come; about 4.4% have a hit in one of these screens.
